ERAP1 inh – human ERAP1 aminopeptidase inhibitors, primary screen, biochemical, single point, plate reader; recombinant ERAP1, Leu-AMC fluorescence, 60 min; inhibition, % at 10.7 µM; AID 652197, 2013; Endoplasmic reticulum aminopeptidase 1 (Homo sapiens), Q9NZ08; 340,000 tested, 0.15% active;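 active = mean replicate inhibition of at least 30%, or all replicates individually reaching that 30% level; inactive = mean below 30% and not every replicate reaching it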;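 also: 0% = neutral control wells and 100% = L-leucinethiol positive control wells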
RAD54 branch – inhibitors of human RAD54 branch migration, primary screen, biochemical, fluorescence, single point | RAD54 Holliday junction branch migration, FAM/BHQ fluorescence | 360,000 tested, 0.14% active | inhibition, % at 10.4 µM;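 active = mean normalized replicate activity at least 40 and at least half of replicates scoring 40 or more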;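 also: 0% = median of neutral control wells and 100% = median of positive control wells; inhibitors cause a drop in the FAM fluorescence signal; in these data hits start at about 50%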
Target sequence (Q92698 whole entry, looked up): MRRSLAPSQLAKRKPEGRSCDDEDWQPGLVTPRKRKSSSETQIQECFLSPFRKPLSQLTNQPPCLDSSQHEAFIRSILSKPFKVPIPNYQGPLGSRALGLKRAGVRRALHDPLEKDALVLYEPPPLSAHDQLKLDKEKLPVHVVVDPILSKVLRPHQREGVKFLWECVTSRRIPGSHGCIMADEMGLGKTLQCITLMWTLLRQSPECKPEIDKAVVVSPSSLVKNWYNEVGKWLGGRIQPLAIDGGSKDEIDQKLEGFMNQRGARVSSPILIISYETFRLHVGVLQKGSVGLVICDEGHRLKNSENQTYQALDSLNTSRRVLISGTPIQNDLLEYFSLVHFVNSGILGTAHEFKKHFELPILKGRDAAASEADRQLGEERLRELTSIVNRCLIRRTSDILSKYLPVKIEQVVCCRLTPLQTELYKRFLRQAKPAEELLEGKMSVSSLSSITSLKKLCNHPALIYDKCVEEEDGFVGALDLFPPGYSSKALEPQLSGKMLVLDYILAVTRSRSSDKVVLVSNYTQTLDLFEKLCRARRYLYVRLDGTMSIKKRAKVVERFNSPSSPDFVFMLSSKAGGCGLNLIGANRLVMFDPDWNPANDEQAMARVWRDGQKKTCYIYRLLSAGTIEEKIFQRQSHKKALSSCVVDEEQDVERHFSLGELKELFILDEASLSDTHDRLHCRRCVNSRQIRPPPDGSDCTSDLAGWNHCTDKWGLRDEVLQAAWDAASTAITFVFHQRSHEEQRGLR
PGC1a acetyl inh – inhibitors of PGC1a acetylation signal, primary screen, cell-based, U2OS, AlphaScreen, inhibitor mode; AlphaScreen anti-acetyl-lysine; with virally co-expressed GCN5 acetyltransferase; AID 651687, 2012; 350,000 tested, 0.17% active; inhibition, % at 15.6 µM;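 active = every replicate shows inhibition of at least 40%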;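 also: 0% = neutral control wells and 100% = positive control wells; some results beyond the cut were filed as inactive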
miR-122 sensor – miR-122 Renilla sensor signal increase in Huh7, primary screen, miR-122 inhibitor project, cell-based, single point, plate reader; AID 602342, 2012; 340,000 tested, 0.3% active; Huh7 miR-122 Renilla luciferase sensor, 48 h; neutral wells = 0, positive control = 100; activation (reporter increase), % at 12.5 µM;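 active = mean replicate activation score at least 90 and every replicate individually at or above 90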;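 also: higher luciferase means less miR-122 activity so hits act as miR-122 inhibitors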
PglD inh – C. jejuni PglD acetyltransferase inhibitors, primary screen, biochemical, DTNB colorimetric, single point | purified PglD enzyme, DTNB colorimetric CoA detection | inhibition, % at 12.5 µM | 360,000 tested, 0.098% active | AID 602405, 2012; in the data active = inhibition above about 16%, passing the limit was not always enough; also: strong numbers were not always called active
E-sel inducer – E-selectin induction in HUVECs, primary screen, imaging, HUVEC, immunofluorescence imaging, single point. P16581. normalized: neutral wells 0, TNF-alpha wells 100. activation, % at 7.58 µM. 260,000 tested, 0.37% active;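 active = mean E-selectin-positive cell signal at least 10% of the positive control, reached in at least 60% of replicates, without over 20% cell loss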;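 also: in these data hits start at about 27%; measured in HUVEC primary endothelial cells; signal is the percent of cells scored E-selectin positive by PE staining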
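System: HUVEC, human umbilical vein endothelial cells; quantity: 3,000 cells/well; buffer or medium: EGM-2 medium, gelatin-coated wells; dosing: single-point compound dose; detection: immunofluorescence imaging; evaluation: % PE-positive cells; benchmarks: TNF-alpha, DMSO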
Cneo AK release – Cryptococcus neoformans cell lysis inducers, primary screen, AK release luminescence, single concentration | C. neoformans lysis, adenylate kinase release luminescence, 4 h; normalised: neutral wells 0, clomiphene wells 100 | AID 651654, 2012 | 360,000 tested, 0.2% active | lysis activity, % at 15 µM;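 active = mean lysis activity across replicates of at least 80%, whatever share of replicates individually reach that level; inactive = mean lysis activity below 80%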
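Test system: log-phase Cryptococcus neoformans yeast cells; Quantity: yeast cell density of 5 × 10^6 cells/mL; Buffer or medium: YPD; Doses: single compound concentration per well; Timing: 4 h at 37 °C static, read 1 h later; Measured by: AK luminescence; Read-out basis: lysis from increased AK signal; Control set: Clomiphene as positive control.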
RAD52 anneal inh – RAD52 DNA annealing inhibitors, primary screen, biochemical, FRET, single point, set 2 | AID 651710, 2012 | inhibition, % at 18.7 µM | 360,000 tested, 0.46% active | DNA repair protein RAD52 homolog (Homo sapiens), P43351 | recombinant RAD52 DNA annealing, FRET fluorescence;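 active = every replicate showing at least 50% inhibition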
* hit, by the source's call; i = inactive; / = no result given; & = joins results of further samples; [ ] = remark or other dose.

Results follow in this order: Cneo AK release, E-sel inducer, PglD inh, PGC1a acetyl inh, RAD54 branch, miR-122 sensor, RAD52 anneal inh, ERAP1 inh
> CC(C)(C)[S@](=O)N1Cc2cc(C(=O)N3CCc4ccccc4C3)nc(-c3cccc(-c4ccncc4)c3)c2[C@@H]1CCO
 : -1, 0.9, 8, 37, 9, /, -29, 0
> CC(C)NC(=O)N[C@@H]1C=C[C@@H](CC(=O)NCc2ccc(Oc3ccccc3)cc2)O[C@H]1CO
 : 1, 0.4, -1, -4, -1, /, -15, 1
> COCC(=O)N(C)C[C@@H]1Oc2ncc(-c3cccc(OC)c3)cc2C(=O)N([C@@H](C)CO)C[C@H]1C
 : -1, -0.1, 2, 6, 4, -1[16.7 µM], 4, 2
> COc1ccc(C(CC(=O)O)NC(=O)c2ccccc2)cc1OC (configuration not stated)
 : 3, /, -1, 3, -2, -1, /, /
> C/C=C/c1ccc([C@H]2[C@H]3CN(C(=O)Nc4cc(F)ccc4F)CCCCN3[C@H]2CO)cc1
 : -2, -0.4, -4, 4, 8, 10[16.7 µM], -6, -4
> Cc1cc(C(=O)CSc2nc3ccccc3[nH]2)c(C)n1Cc1ccco1
 : -18, 0.4, 3, 3, -5, -1, -44, -1
> C[C@H](CO)N1C[C@H](C)[C@@H](CN(C)C(=O)Nc2cccc3ccccc23)Oc2ccc(NC(=O)Nc3ccccc3)cc2CC1=O
 : 1, 2.2, -2, 5, -1, -9[16.7 µM], 17, -1
> CN(C)c1nc(SCC#N)nc(N(C)C)n1
 : 0, /, 2, 4, -1, 1, /, /
> COc1ccccc1CNC(=O)CN1C(=O)COc2ccc(S(=O)(=O)NC3CCCC3)cc21
 : -18, /, 0, 2, 6, /, -11, -3
> Cc1nc(-c2ccc(C(=O)N3CCCC3)cc2)cs1
 : /, 0.5, /, 5, /, /, 10, -2
> C[C@@H]1CN([C@H](C)CO)C(=O)c2cc(NC(=O)Cc3cn(C)c4ccccc34)ccc2O[C@@H]1CN(C)Cc1ccc(Cl)c(Cl)c1
 : 0, 2.9, 8, -3, -1, -8[16.7 µM], 16, -1
> CO[C@@]1(NC(=O)CSCC#N)C(=O)N2C(C(=O)O)=C(CSc3nnnn3C)CS[C@@H]21
 : -2, 1.0, -4, -10, -2, -4, -19, -3
> Cc1ccc(NC(=O)CCNC(=O)c2ccccc2Cl)cc1S(=O)(=O)N1CCOCC1
 : -1, /, 1, 10, -12, 3, -3, 3
> Oc1[nH]c2ccc(Br)cc2c1N=Nc1ccc(F)cc1
 : -2, 0.3, -1, /, -37, /, i, -2
> C[C@@H]1CN([C@@H](C)CO)C(=O)c2cc(C#Cc3ccc(F)cc3)cnc2O[C@@H]1CN(C)CC1CCOCC1
 : 5, 0.7, 1, -7, -5, 1[16.7 µM], 16, -2
> Cc1ccccc1C(=O)N1CC(=O)Nc2ccc(F)cc2C1c1ccc(F)cc1 (configuration not stated)
 : 0, /, -4, 3, 19, -7, -3, -1
> Cc1noc(C)c1S(=O)(=O)Nc1ccc2c(c1)C(=O)N([C@@H](C)CO)C[C@H](C)[C@@H](CN(C)S(=O)(=O)c1cccs1)O2
 : -2, -0.3, 2, -11, -5, -2[16.7 µM], -13, -1
> CCn1cc(/C=N/N=C2\CCC3C4CCc5cc(O)ccc5C4CC[C@]23C)c(C)n1 (some centres not stated)
 : 2, /, 6, -11, 4, 8, /, /
> O=[N+]([O-])c1cccc(/C=N/NS(=O)(=O)c2ccccc2)c1
 : /, /, /, 34, /, -3, -8, 9
> Cc1ccc(OCc2nnc(SCC(=O)c3ccccc3)n2Cc2ccco2)cc1
 : 0, /, 0, 2, -3, 7, /, /
> Cc1ccccc1N1CCN(CCC(=O)Nc2ccc(F)cc2)CC1
 : 2, 1.5, -4, 6, -1, -1, -8, -1
> CCC(C)NC(=O)C1c2ccccc2C(=O)N1Cc1ccccc1OC (configuration not stated)
 : 1, /, 1, -11, 7, 22, /, /
> C=CCOC(=O)C1=C[C@H](c2csc3ccccc23)[C@@H](CCCO)[C@H](OCC)O1
 : 4&1, 0.0, -3&-2, -13, -6&4, -4, 12&-8, 0&1
> CCN(CC)S(=O)(=O)c1ccc(C(=O)NCc2ccc3[nH]c4c(c3c2)CCCC4)cc1
 : -4, /, -5, /, 12, /, -49, 0
> COc1ccc(C=Nc2ccc3[nH]ncc3c2)c(O)c1
 : /, /, /, 15, /, -7, -7, 0
> COCCNC(=O)CN(c1cc(Cl)ccc1OC)S(C)(=O)=O
 : -3, /, -5, 4, -2, /, 2, 8
> COCCN1Cc2cccc(C(=O)Nc3ccc(C)c(C)c3)c2C1=O
 : -2, /, -1, 4, -3, -22, /, /
> COc1ccc(NC(=O)CN2CCN(CC(=O)Nc3cc(OC)cc(OC)c3)CC2)cc1
 : -2, /, -7, 5, 2, -4, /, /
> CCOC(=O)C1=C(CSc2nc(-c3ccccc3)ccc2C#N)OC(N)=C(C#N)C1c1cccnc1 (configuration not stated)
 : -4, /, 1, 7, -13, 5, /, /
> CO[C@@H]1CN(C)C(=O)c2ccc(NC(=O)C3CC3)cc2OC[C@@H](C)N(C(=O)NC(C)C)C[C@@H]1C
 : 9, -0.2, 4, 4, 14, /, 17, 0
> CC(=O)N1CCN(C2=NC(=O)/C(=C\c3cccs3)S2)CC1
 : 4, /, 3, /, 9, -13, 5, 8
> N#C[C@H]1[C@H](c2ccc(-c3ccccc3F)cc2)[C@@H](CO)N1C(=O)C1CC1
 : -5, 2.0, -3, -8, -17, /, -10, -1
> CCOC(=O)c1ccc(NC(=O)c2nc[nH]c2C(=O)N[C@@H](CC(C)C)C(=O)OC(C)(C)C)cc1
 : 22, -0.1, -2, /, 2, /, -1, 1
> CSC1=N/C(=C\c2ccccc2)C(=O)N1C
 : 1, /, -1, -28, -13, 1, -8, 0
> CCN(CCCNC(=O)c1c(C)cc(=O)oc1C)c1ccccc1
 : 0, /, /, 12, -1, -3, /, /
> COc1ccc(NC(=O)Nc2cccc3c2O[C@@H](CN(C)S(=O)(=O)c2ccc(Cl)cc2)[C@@H](C)CN([C@H](C)CO)C3=O)cc1
 : -5, /, 1, -1, 4, 7[16.7 µM], -15, -2
> COc1cccc(S(=O)(=O)N2CCCCN3[C@@H](CO)[C@@H](c4ccc(-c5cncnc5)cc4)[C@@H]3C2)c1
 : 0, -0.4, -3, -10, -7, 2[16.7 µM], -52, 0
> O=C1CCC[C@@H]2c3[nH]c4ccccc4c3CCN12
 : 1, /, 1, -3, 1, /, -6, 2
> COc1ccc(C[C@@H]2CCn3cc(nn3)COC[C@H](CC(C)C)NC2=O)cc1
 : 1, -0.1, /, /, /, /, 4, 0
> COc1ccc2c3c([nH]c2c1)[C@H](CO)N(C(=O)c1ccccn1)CC31CN(S(C)(=O)=O)C1
 : /, 0.6, /, -2, /, /, -17, -2
> O=C(NCCN1CCCC1)c1ccc(Br)cc1
 : -1, /, -3, -4, -20, -2, 1, 0
> O=C(Cc1ccccn1)NCC[C@@H]1CC[C@H](NC(=O)Nc2ccc(C(F)(F)F)cc2)[C@@H](CO)O1
 : -2, 0.0, 0, 50*, -1, /, -9, -1
> COc1ccc(CCN(C)Cc2cccc3ccccc23)cc1OC
 : -2, 1.9, 0, -7, -4, -2, 15, -1
> CO/N=C(\Cn1ncc(NC2CCCCC2)c(Br)c1=O)c1ccc(Cl)cc1
 : -5, /, /, 6, 13, 3, /, /
> C[C@@H]1CN([C@@H](C)CO)C(=O)c2cccc(NS(=O)(=O)c3ccccc3)c2O[C@H]1CN(C)S(=O)(=O)c1cn(C)cn1
 : -1, -0.1, 0, -12, -13, -7[16.7 µM], 4, -5
> Cc1noc(C)c1NC(=O)N(C)C[C@@H]1Oc2ccc(NC(=O)NC3CCCCC3)cc2C(=O)N([C@@H](C)CO)C[C@H]1C
 : 1, 0.0, -1, 2, -9, -4[16.7 µM], 4, 9
> CCCn1c(CN2CCCCC2CC)nc2c1c(=O)n(C)c(=O)n2C (configuration not stated)
 : 2, -0.1, 2, -9, -5, 2, -4, 2
> O=C(O)CCn1c(=S)n(CCC(=O)O)c2ccccc21
 : -2, -0.5, 2, -2, 11, -3, -8, -2
> CCOC(=O)c1ccc(-c2csc(NC(=O)CN3CCC(C)CC3)n2)cc1
 : 2, /, 5, /, 0, -5, -10, -1
> O=C(CCC(=O)N(c1ccc(F)cc1)C(C(=O)NC1CCCC1)c1ccncc1)Nc1cccnc1 (configuration not stated)
 : 2, /, 6, 4, 9, 3, /, /
> CCOC(=O)c1c(C)c(C(=O)Nc2ccc(F)cc2)c(C)n1C
 : -2, /, 6, 4, -6, -23, -7, 1
> CCOC(=O)c1sc2nc(CC(=O)OC)nc(N3CCN(c4ccc(OC)cc4)CC3)c2c1C
 : -1, /, 0, 14, 13, 1, /, /
> CC1CN(C(=O)c2ccc(C(=O)c3ccccc3)cc2)CC(C)O1 (configuration not stated)
 : -1, /, -2, 9, -1, -6, -12, 2
> CC(C(=O)NC(=O)NC1CCCCC1)N1CCN(C(c2ccccc2)c2ccccc2)CC1 (configuration not stated)
 : 4, /, -4, /, 4, -16, /, /
> CC(=O)N(C)C[C@@H]1Oc2ncc(C3=CCCC3)cc2C(=O)N([C@@H](C)CO)C[C@@H]1C
 : -3, -0.1, -3, -5, -5, -2[16.7 µM], -2, 5
> C[C@@H]1CN([C@H](C)CO)C(=O)c2cccc(NC(=O)Nc3ccc(F)cc3)c2O[C@H]1CN(C)S(=O)(=O)c1ccccc1
 : -2, 0.0, -10, -4, 3, -4[16.7 µM], 9, 1
> CC1(C(=O)NS(=O)(=O)c2ccc(Cl)s2)CCN1C(=O)c1ccc(C2CCCCC2)cc1 (configuration not stated)
 : 0, 0.3, 0, 14, 2, -6, -7, 5
> C/C=C/c1ccc([C@@H]2[C@@H](CO)N(C(=O)c3ccccc3)C23CN(C(C)=O)C3)cc1
 : /, -0.1, /, 0, /, /, -9, 1
> COc1ccc(C2=C(CC(=O)O)C(=O)CC2)cc1
 : 2, /, 1, -3, -6, 1, /, /
> CCN1C[C@@H]2[C@@H]3C(=O)N(Cc4ccccc4)C(=O)[C@@H]3[C@](CC)(C(=O)OC)N2C1=NC
 : 2, 1.4, -2, -4, 3, -2, -5, -3

(next part)
Results follow in this order: Cneo AK release, E-sel inducer, PglD inh, PGC1a acetyl inh, RAD54 branch, miR-122 sensor, RAD52 anneal inh, ERAP1 inh
> Cc1ccc(CNC(=O)c2cc(-c3ccccc3)nn2Cc2cc(C)no2)cc1
 : -2, -0.1, -2, /, -19, /, -3, 2
> CC1CN(C(=O)CSc2cn(CC(=O)N3CCOCC3)c3ccccc23)CC(C)O1 (configuration not stated)
 : 6, /, -3, -2, 2, 3, -13, -1
> COc1ccc(S(=O)(=O)NC(C)C(=O)N2CCCC2)cc1Cl (configuration not stated)
 : 4, /, 0, 2, 4, 0, -13, -1
> CCCc1cc(=O)[nH]c(Nc2ccc(OC)c(Cl)c2)n1
 : 0, /, 1, 1, -12, -8, /, /
> O=C1N(c2ccccc2)C(c2ccccc2)C12CCCCC2 (configuration not stated)
 : 3, 1.4, 2, -22, -9, 7, -1, -4
> Cc1ccc(-c2cnc3c(c2)C(=O)N([C@H](C)CO)C[C@@H](C)[C@H](CN(C)Cc2ccccc2C(=O)O)O3)cc1
 : 0, /, 0, -5, -17, -3[16.7 µM], -3, 0

Screens as filed in PubChem BioAssay.
